# Screening results from PubChem BioAssay.
# NCOA1 inh = SRC1 coactivator transcriptional activity inhibitors, primary screen, cell-based, luminescence; Nuclear receptor coactivator 1 (Homo sapiens), Q15788; HEK293 GAL4-SRC1 luciferase reporter; inhibition, % at 3.6 µM; actives 0.12% (n = 360,000);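 active = inhibition above the campaign mean plus 3 SD, with each screening campaign given its own cutoff, cut at about 60% in these data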;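 note: 0% = DMSO treated cells and 100% = gossypol at 36 µM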
# TROY NFkB inh = inhibitors of TROY-driven NF-kB signaling, primary screen, Q293 LMP1-TROYcd cells, NF-kB luciferase, uHTS. actives 0.98% (n = 360,000). AID 1347056, 2019. inhibition, % at 10 µM. Q293 LMP1-TROYcd NF-kB luciferase reporter, 4 h;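 active = compounds whose plate-normalised and pattern-corrected inhibition of the luciferase reporter signal at the single screening dose is 50% or more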
# KKLEB tox = cytotoxicity in KKLEB CF airway cells, primary screen, cytotoxicity control for CF NF-kB inhibitor project, cell-based, uHTS, fluorescence assay plates. KKLEB CF airway cells viability, ATPlite luminescence, overnight; active compounds read low; cells stimulated with P. aeruginosa culture filtrate. AID 602141, 2011. activity change (cytotoxicity), % at 5 µM. actives 0.36% (n = 360,000);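 active = corrected activity change at or below -50% at 5 µM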
# TWEAK Fn14 block = inhibitors of TWEAK-Fn14 signaling, primary screen, luciferase reporter cells, uHTS; TWEAK-stimulated Fn14 reporter cells, luciferase luminescence, 8 h; inhibition, % at 10 µM; actives 2% (n = 360,000); AID 1159606, 2016; in the data active = inhibition above about 50%
# TRAIL sens C8 = viability loss with TRAIL in NB7+C8 cells, primary screen, TRAIL sensitizer project, cell-based, ATPlite luminescence. inhibition (viability loss, TRAIL sensitization), % at 10 µM. actives 1% (n = 360,000). AID 624354, 2012;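 active = compounds causing at least 50% loss of cell viability in the single-dose screen, relative to plate controls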
# SRC3 inh = SRC3 coactivator transcriptional activity inhibitors, primary screen, cell-based, luminescence; Nuclear receptor coactivator 3 (Homo sapiens), Q9Y6Q9; HEK293 GAL4-SRC3 luciferase reporter; inhibition, % at 3.6 µM; actives 0.17% (n = 360,000); AID 588352, 2011;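 active = inhibition above a per-campaign cutoff, the mean of all compounds plus 3 SD, cut at about 60% in these data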;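 note: 0% = DMSO-treated cells and 100% = gossypol-treated cells at 36 µM; higher means less SRC3-driven luciferase light from the GAL4 reporter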
# CF NFkB inh = inhibitors of PAF-induced NF-kB signaling, primary screen, cell-based, GFP fluorescence, uHTS | actives 0.86% (n = 360,000) | KKLEB NF-kB-GFP reporter, GFP fluorescence overnight | inhibition, % at 5 µM;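 active = at least 50% inhibition at 5 µM, scaled per plate between neutral and stimulator controls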;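 note: PAF is a Pseudomonas aeruginosa culture filtrate used as stimulus; plate controls were PAF-stimulated DMSO wells for no effect and unstimulated DMSO wells for full effect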
# NR2F2 inh = NR2F2 transcriptional activity inhibitors, primary screen, cell-based, luciferase reporter, HEK293T, luminescence | COUP transcription factor 2 (Homo sapiens), P24468 | HEK293T NGFI-A luciferase reporter | inhibition, % at 8.6 µM | actives 0.7% (n = 370,000);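 active = inhibition above a per-plate cutoff, mean inhibition of test wells between control levels plus 3 SD, cut at about 38% in these data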;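 note: cells cotransfected with COUP-TFII expression vector driving the NGFI-A reporter; 0% = median of COUP-TF2 test wells and 100% = reporter-only cells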
# Target sequence (P24468 whole entry, looked up): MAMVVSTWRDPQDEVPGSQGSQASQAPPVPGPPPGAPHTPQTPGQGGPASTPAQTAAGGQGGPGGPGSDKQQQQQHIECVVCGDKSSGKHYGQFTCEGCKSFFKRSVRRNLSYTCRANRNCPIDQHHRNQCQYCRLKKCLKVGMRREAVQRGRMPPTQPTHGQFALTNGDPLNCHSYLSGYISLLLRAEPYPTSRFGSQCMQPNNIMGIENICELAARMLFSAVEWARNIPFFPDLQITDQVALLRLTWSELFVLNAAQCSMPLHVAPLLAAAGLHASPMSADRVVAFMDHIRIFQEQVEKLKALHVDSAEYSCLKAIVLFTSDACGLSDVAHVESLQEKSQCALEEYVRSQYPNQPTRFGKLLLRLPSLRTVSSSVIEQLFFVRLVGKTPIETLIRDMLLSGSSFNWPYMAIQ
# NR5A2 inv ag = LRH-1 (NR5A2) inverse agonists, primary screen, cell-based, luminescence, HEK293T, StAR-luciferase reporter; LRH-1 transfected, 24 h; Nuclear receptor subfamily 5 group A member 2 (Homo sapiens), O00482; inhibition, % at 3.6 µM; AID 602396, 2012; actives 0.13% (n = 360,000);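 active = inhibition above the mean inhibition of all tested compounds plus 3 SD, cut at about 73% in these data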;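 note: 0% = DMSO wells and 100% = reporter-only cells lacking LRH-1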
# LMP1 NFkB inh = EBV LMP1-driven NF-kappaB luciferase reporter inhibitors, primary screen, cell-based, luminescence, single point | LMP1-induced NF-kappaB luciferase reporter cells | AID 504558, 2011 | inhibition, % at 12.5 µM | actives 0.69% (n = 350,000); in the data active = inhibition above about 41%;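 note: 0% = neutral control wells and 100% = reference inhibitor control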
# Shn3 3UTR inh = reduction of Shn3 3'UTR firefly luciferase signal, primary screen, Schnurri-3 inhibitor project, cell-based, Clone20 osteoblasts, set 2; Clone20 osteoblast Shn3 3'UTR firefly luciferase, 24 h; inhibition, % at 12.5 µM; actives 0.52% (n = 360,000); AID 588674, 2011;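 active = mean inhibition of at least 75% with every replicate also reaching 75%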;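 note: 0% = median of neutral control wells and 100% = pilot-screen positive control compound; some compounds past the cut are filed as inactive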
# * marks the source's active call; other numbers are inactive results; x = not tested or not shown. These rows are one share of the data (hit frequency here may not be typical).
# Value order: NCOA1 inh	TROY NFkB inh	KKLEB tox	TWEAK Fn14 block	TRAIL sens C8	SRC3 inh	CF NFkB inh	NR2F2 inh	NR5A2 inv ag	LMP1 NFkB inh	Shn3 3UTR inh
CC(C)COC(=O)CNc1n[nH]c(=S)[nH]c1=O
→ 10	3	3	-7	2	-17	-4	26	-4	1	-4
CCN(CC)S(=O)(=O)c1ccc(C)c(NC(=O)c2cc(C)oc2C)c1
→ 2	-9	-4	-12	-7	28	30	10	7	-4	-1
Cc1ncc(CN2CCCCC2C(=O)Nc2ccc(Oc3ccccc3)nc2)cn1 (stereo unspecified)
→ -50	-1	3	-12	3	-6	-6	5	-12	7	-2
COc1ccc(OC)c(-c2nc(CN(C)C(C)c3ccncn3)c(C)o2)c1 (stereo unspecified)
→ 3	-3	0	-24	-14	-31	-19	-1	6	3	13
COc1cc(C(=O)O[C@H]2C/C(C)=C/CC[C@@]3(C)O[C@@H]3[C@H](O)[C@@H]2C(C)C)cc(OC)c1OC
→ 5	9	4	-21	5	3	-10	-7	2	11	15
CCOC(=O)c1c(S(=O)(=O)N2CCCCCC2)c(C)n(C)c1C
→ 9	15	0	-11	-7	4	8	-13	-21	0	-5
COc1ccc(CC(=O)NCCc2ccc(OC)c(OC)c2)cc1
→ -3	-11	1	-13	17	13	-16	13	-4	3	9
CC(C)c1cc(C(=O)N2CCN(C(c3ccccc3)c3ccccc3)CC2)no1
→ -8	60*	1	41	-3	-7	15	15	-2	-5	31
O=[N+]([O-])c1cccc(N/N=C/c2ccc(N3CCOCC3)cc2)c1
→ -57	-74	-8	-33	12	-55	-16	-29	-97	-22	-96
CCOc1ccc(N(CC(=O)Nc2ccc3c(c2)OCCO3)S(=O)(=O)c2c(C)noc2C)cc1
→ 4	-8	2	41	5	-2	-14	3	-24	3	15
O=C(NN1CCN(Cc2ccccc2Cl)CC1)c1ccc(Br)cc1
→ 9	4	-7	13	2	17	6	11	9	12	19
O=c1c(Cc2ccccc2)c(O)nc2n1CCCS2
→ 6	9	8	26	-5	11	-1	0	8	5	-11
CCOc1ccc(NC(=O)c2ccc(C#CC(C)(C)O)cc2)cc1
→ 6	1	7	1	6	-11	-20	16	-23	8	0
CCc1ccc(NC(=O)CSc2nnc(-c3ccccn3)n2C)cc1
→ 6	7	-3	-15	-6	-38	4	1	-8	5	11
C=CCn1c(SCCCCCC)nc(O)cc1=O
→ -8	-10	-9	4	24	8	4	0	-4	-1	1
O=S1(=O)C[C@@H](N2CC[C@@H](O)C2)[C@H](COCc2ccccc2)N1
→ 7	-2	-2	4	7	-7	-9	4	-8	x	-18
Cc1ccc(C)c(NC(=O)c2cc(-c3cc(C)cc(C)c3O)n[nH]2)c1
→ -19	22	5	8	11	6	11	7	-7	1	-22
O=C(CN(Cc1cccs1)C(=O)CCC(=O)Nc1nccs1)NCc1ccccc1
→ -17	-13	0	-7	-2	9	8	-27	7	0	7
Cn1c(=O)c2c(SCC(=O)NCc3ccco3)nc(CC(C)(C)C)nc2n(C)c1=O
→ -17	-1	17	11	-10	-21	-7	3	-29	-20	-11
Cc1cccc(S(=O)(=O)Nc2ccc(C)c3c2OC(C)(C)C3)c1
→ -1	-11	-8	13	1	3	10	21	1	-4	4
Cc1sc2nc(CN3CCCC3)nc(N3CCC(C(N)=O)CC3)c2c1C
→ -9	5	-10	8	-2	11	-2	11	9	-2	-8
CCC(=O)/C=C1\Sc2ccccc2N1CC
→ -9	-7	8	-7	-12	19	1	-7	-7	4	7
O=C(COc1ccc(Cl)cc1)Nc1ccc(N2CCN(C(=O)c3ccco3)CC2)cc1
→ 12	38	1	17	-8	24	-12	52*	11	1	24
O=C(NCCCn1ccnc1)C(=O)NCC1OCCN1S(=O)(=O)c1ccccc1 (stereo unspecified)
→ -2	-6	-1	16	-2	5	8	11	20	5	-9
O=C(CCc1nc2ccccc2c(=O)[nH]1)N1CCN(c2ccccc2Cl)CC1
→ -2	23	8	12	10	14	-6	12	-2	0	7
CN1CCCC(OC(=O)c2cccc(Cl)c2)C1 (stereo unspecified)
→ -10	1	11	2	1	7	7	-8	-5	-5	-9
O=C(NCCc1c[nH]c2ccccc12)C(=O)NCC1OCCN1S(=O)(=O)c1ccc(F)cc1 (stereo unspecified)
→ -11	-5	23	11	-11	-4	-14	-6	15	1	14
O=C(NC1CC1)c1ccc(NC(=O)C2CCCCC2)cc1
→ -4	-3	17	-26	15	4	-20	3	-10	8	9
Cc1ccc(C(=O)NCC(=O)Nc2ccncc2)cc1
→ -7	33	-5	6	-11	18	11	9	13	5	17
Cc1cccc(NC(=S)NNC(=O)COc2ccc(Cl)cc2Cl)c1
→ 1	8	1	2	-5	17	13	16	13	0	-11
CCOC(=O)C1CCN(C(=O)c2ccccc2N(C)S(=O)(=O)c2ccccc2)CC1
→ 5	-19	8	-2	4	-2	-18	-5	8	-8	-8
CN(CC(=O)Nc1ccccc1C(F)(F)F)C(=O)CSc1nc(N)cc(N)n1
→ -11	8	19	-6	-7	-5	-16	-4	-4	-4	-10
CC1=CC(=O)C=C(C)C1=NOS(=O)(=O)c1ccccc1
→ -6	42	-7	47	17	-8	21	-11	22	29	57
CCCCNc1oc(-c2cccs2)nc1S(=O)(=O)c1ccccc1
→ 0	0	-18	13	-4	8	-6	1	-9	2	6
Cn1c(N)c(C(=O)CSc2nnc(C3CC3)n2-c2ccccc2)c(=O)n(C)c1=O
→ 7	0	14	22	7	12	-4	0	-1	5	2
O=C(CSc1nc2ccccc2s1)Nc1ccc(C(=O)O)cc1
→ -3	-17	-6	7	-1	-1	-4	-13	10	-6	-2
O=C(COc1ccccc1O)c1cccs1
→ 0	x	-10	-8	-1	13	1	8	-5	4	9
Cc1ccc(NC(=O)CSc2nnc(CCC(=O)O)c(=O)[nH]2)cc1
→ -9	2	-1	12	-3	11	4	6	-10	-3	-11
C=CCN1C(=O)c2ccc(C(=O)N3CCC(C(=O)OCC)CC3)cc2C1=O
→ 3	-3	-5	6	-11	23	16	-7	14	4	0
O=c1oc2cc(O)ccc2cc1-c1ccc(F)cc1
→ -46	-12	11	-11	16	-45	2	-50	-23	-11	13
O=C(CSc1nnnn1-c1ccccc1)N1CCc2ccccc2C1
→ -17	-10	4	5	-2	2	14	-3	-3	4	-8
COc1ccccc1-c1cn(S(=O)(=O)c2ccc(F)cc2)nc1N
→ -1	26	11	28	14	7	-8	26	13	2	36
COc1ccc(C(C(=O)NC2CCCCC2)N(C(=O)Cc2c[nH]c3ccccc23)c2ccccc2C)cc1OC (stereo unspecified)
→ -15	29	5	12	-15	7	-1	3	11	7	17
Cc1noc(C)c1COC(=O)c1ccc(-c2nc3ccccc3s2)s1
→ -37	-3	7	15	16	-12	-9	-15	-16	-40	-63
COc1cc2c(C(=O)NCCCN3CC(C)CC(C)C3)cn(CC(C)C)c(=O)c2cc1OC (stereo unspecified)
→ 1	5	3	-3	-21	-6	-6	-8	-12	14	0
O=C(/C=C/c1ccc(Cl)cc1Cl)NC(=S)Nc1ccccn1
→ -84	18	-9	-19	11	-104	0	-39	-118	-30	-34
O=C1CCC(=O)N1c1ccc(NCCc2ccccc2F)c([N+](=O)[O-])c1
→ -22	-29	5	-13	9	-18	-14	9	4	-1	-15
Cc1cccc(C(=O)NNS(=O)(=O)c2ccc(F)cc2)c1O
→ -3	-12	5	-16	-2	15	-6	0	16	-6	-1
CCC1ON(C(C)C)C2c3nc4ccccc4n3CC12 (stereo unspecified)
→ -1	4	35	10	8	-3	-50	4	-2	1	-7
COC(=O)c1cn(-c2ccccc2)nc1-c1ccccc1
→ -5	-17	1	0	13	3	8	-12	-10	2	-19
COc1ccc(OC)c(S(=O)(=O)N2CCN3CCCC3C2)c1 (stereo unspecified)
→ 0	12	7	-6	-9	9	8	1	5	-11	6
O=C(O)CSc1nc(-c2ccccc2)nc2c1CCCC2
→ -8	-7	-6	-4	6	7	1	4	16	-2	3
CC(C)(C)NC(=O)CCCSc1nc2ccccc2s1
→ -69	-12	-7	-17	21	-27	0	-30	-96	-32	-79
